Growth percent in the NCI-60 one-dose screen (48 h, 10 µM unless noted): 100 = growth as untreated, 0 = no growth, -100 = all killed.
MDA-MB-435: MDA-MB-435 melanoma. AID 1794794. hit rate 7.8% among 82,000
RPMI-8226: RPMI-8226 leukemia cells; hit rate 7.5% among 77,000
SR: SR leukemia cells; hit rate 8.7% among 73,000
MOLT-4: MOLT-4 leukemia cells; hit rate 6.9% among 80,000
K-562: K-562 leukemia | hit rate 7.4% among 78,000 | AID 1794777
MCF7: MCF7 breast cancer. hit rate 6.3% among 82,000
MDA-MB-468: MDA-MB-468 breast cancer | hit rate 8.5% among 78,000
MDA-MB-231: MDA-MB-231 breast cancer; AID 1794789; hit rate 5% among 81,000
Numbers without * were called inactive; / = no result given; & = joins results of further samples. Rule for the calls: active = growth percent below 10; inactive = the rest. Random draw from the library; about 15% have a hit in one of these screens.

Order of values: MDA-MB-435	RPMI-8226	SR	MOLT-4	K-562	MCF7	MDA-MB-468	MDA-MB-231
- COc1ccccc1C(O)c1ccccc1 (stereo not drawn)
    104	101	94	90	81	108	98	109
- CCN(CC)CCC(CNc1c2ccc(Cl)cc2nc2ccc(OC)cc12)c1ccccc1 (stereo not drawn)
    -80*	-24*	-6.4*	-7.1*	-22*	-39*	-87*	-46*
- NC(=O)C1CC2C=CC1C2 (stereo not drawn)
    100&106	88&144	105&112	102&103	94&103	102&100	109	99&101
- Nc1nc(SCC(=O)O)c2[nH]cnc2n1
    105	103	99	91	92	97	105	97
- O=C(Oc1cccc(OC(=O)c2ccc(Cl)cc2)c1)c1ccc(Cl)cc1
    117	107	87	82	/	100	128	96
- Cn1c2c(c3ccccc31)CCN1C(=O)Nc3ccccc3C21 (stereo not drawn)
    98	97	84	95	86	91	102	90
- COc1cc(C2SCC(=O)N2NC(=O)c2ccc(NC(=O)c3ccccn3)cc2)cc(OC)c1OC (stereo not drawn)
    99	87	98	93	90	95	95	111
- CNC(=O)c1cc(Oc2ccc3nc(NC(=O)NC(C)C)sc3c2)ccn1
    0.5*	73	30	41	7.1*	54	34	79
- C=CCC(CC)C(=O)NC(=O)N1CCCc2ccccc21 (stereo not drawn)
    110&88	101&75	115	114&79	114&91	96&102	99&107	92&115
- CCOC(=O)C(CCCCS(=O)(=O)O)C(=O)OCC
    98	110	118	109	105	95	86	119
- O=C(Cc1ccc(F)c(Cl)c1)Nc1cc(C2CC2(F)F)nn1CC1CCCCC1 (stereo not drawn)
    97	102	115	105	108	84	109	99
- CNC(=O)c1cc(Oc2ccc3nc(NC(=O)c4ccc5c(c4)OCCO5)sc3c2)ccn1
    99	98	88	95	91	90	108	101
- O=C(Nc1ccc2ncnc(NNc3ccccn3)c2c1)c1cccs1
    95	52	72	68	76	81	91	99
- CC(C)CNC(=O)c1ccccc1Cl
    99	107	103	114	124	92	109	103
- COc1ccc(C2Nc3c(c(C(C)(C)C)nn3-c3ccccc3)C(=O)CS2)cc1OC (stereo not drawn)
    109	95	83	89	/	96	114	105
- COc1ccc(C2C3N=C4N(NC(=O)N4c4ccccc4)C3=Nc3nc(-c4ccc(Cl)cc4)nn32)cc1 (stereo not drawn)
    104	102	103	96	94	93	113	75
- O=C(CN1C(=O)c2ccccc2C1=O)N1CCOCC1
    113	115	112	99	89	94	/	98
- Oc1cc2ccccc2c(-c2c(O)c(O)cc3ccccc23)c1O
    10	-33*	/	31	44	12	27	75
- COc1ccc(CCN2C(=O)c3[nH]nc(-c4cc(Cl)c(C)cc4O)c3C2c2ccccc2F)cc1 (stereo not drawn)
    111	89	85	82	79	94	97	86
- CCCCCCCCOB(OCCCCCCCC)OCCCCCCCC
    115	100	86	91	93	97	97	/
- CN(Cc1ccccc1)C(=O)N/C(N)=N/c1nc2ccccc2s1
    80	46	45	69	38	73	48	80
- CCCCCCCCCCCCCCCCCCOC(=O)NC1c2ccccc2Oc2ccccc21
    110	100	100	107	104	99	100	103
- COc1ccc2nc3cc(Cl)ccc3c(NCCNCC(C)O)c2c1 (stereo not drawn)
    38	20	2.0*	12	2.5*	11	39	34
- CN1CCN(Cc2ccc(NC(=O)c3cncc(C#Cc4cnc(N)c5ncccc45)c3)cc2Cl)CC1
    94	73	-1.9*	83	-29*	66	85	16
- CS(=O)(=O)c1ccc(-c2nc3ccccn3c2C=Nc2ccc(F)cc2)cc1
    91	96	96	87	56	99	108	95
- NS(=O)(=O)c1ccc(N2N=C(c3cccs3)CC2c2ccccc2O)cc1 (stereo not drawn)
    -41*	7.4*	1.1*	8.1*	4.6*	5.0*	21	-19*
- COc1ccc(-c2cc(-c3ccc(OC)cc3)c3sc(=O)[nH]c3n2)cc1
    107	85	98	93	94	87	96	88
- COc1ccc(C2CC(c3ccc(Nc4nc(NCCO)nc(N5CCOCC5)n4)cc3)=Nc3c(N)nc(N)nc3N2)cc1 (stereo not drawn)
    108	108	105	102	99	86	90	91
- CCCCCCCCN(CC(=O)O)CC(=O)O
    102	97	97	92	94	94	105	112
- O=C(O)c1cn(C2CC2)c2cc(N3CCN(Cc4cc(-c5ccccc5)no4)CC3)c(F)cc2c1=O
    90	93	91	92	82	90	89	77
- CC1(C)CC[C@]2(C(=O)O)CC[C@]3(C)C(=CCC4[C@@]5(C)C[C@@H](O)[C@@H]6OC(c7cccc(F)c7)OC[C@@]6(C)C5CC[C@]43C)C2C1 (stereo partly drawn)
    58	21	22	19	21	21	24	61
- COc1ccc(C(=O)C[n+]2ccn(CC(=O)Nc3cccc4cccnc34)c2)cc1
    95	50	104	94	61	77	45	81
- O=P(OCC1CCCO1)(OCC1CCCO1)OCC1CCCO1 (stereo not drawn)
    91	110	138	113	98	93	99	109
- CC(=O)OCCN(CCOC(C)=O)CCOC(C)=O
    102	105	89	95	95	97	107	105
- CC(C)=CCCC(C)c1ccc(C)c2c1OCN(CCCCC(=O)O)C2 (stereo not drawn)
    99	92	105	102	88	93	87	92
- O=c1[nH]c(=O)c2ccccc2o1
    104&96	104	/	99&86	103&100	91	95&106	102&109
- NS(=O)(=O)c1ccc(NC(=O)N2CCN(c3ccc(Cl)c(Cl)c3)CC2)cc1
    86	84	78	71	97	73	49	101
- C[C@@H]1C(=O)N(C[C@H](Cc2ccccc2)NC(=O)OCc2ccccc2)[C@]1(Cc1ccccc1)C(=O)OCc1ccccc1
    52	30	35	-0.3*	26	35	25	59
- CC1CCC(=NNS(=O)(=O)c2ccc([N+](=O)[O-])cc2)CC1 (stereo not drawn)
    113	99	/	97	116	95	111	113
- Clc1ccc(-c2nnc(CNc3ccccn3)o2)cc1
    100	/	88	98	98	79	111	/
- COC(=O)c1ccccc1OC
    103	96	100	111	112	96	95	104
- O=C1O[C@H]2[C@@H](I)[C@H]3C[C@H]2[C@H]1[C@H]3c1ccccc1
    104	100	/	100	95	97	102	114
- CC(C)(C)OC(=O)N/N=C/c1ccc2c(c1)CCC2
    101	105	95	91	107	95	105	83
- N#C/C(=C\c1cc2ccccc2[nH]1)c1cc(-c2ccc(Cl)cc2)n[nH]1
    106	93	/	78	62	85	105	90
- Nc1nc(N)c2c(n1)NC(c1sc(Cl)nc1Cl)CC(c1ccc(F)cc1)=N2 (stereo not drawn)
    93	70	89	87	65	95	76	90
- O=C(N/N=C/c1ccc(Cl)cc1)c1ccc(C(F)(F)F)nc1Nc1cccc(C(F)(F)F)c1
    35	3.6*	/	2.2*	1.8*	1.0*	17	16
- CCN(CC)CCOC(=O)C1(CCC(C)C)CCCCC1
    115	97	82	87	99	100	100	93
- CC/C(=C(\CC)c1ccc(OC)cc1)c1ccc(O)cc1
    44	88	44	71	72	103	76	100
- O=S(=O)(NCCCNc1nccc(-n2ccc3cccnc32)n1)c1ccc(Br)cc1
    107	/	112	100	101	110	90	104
- Cc1ccc2nc(-c3ccc(C(=O)N/N=C/c4cc(O)c(O)c(O)c4)cc3)[nH]c2c1
    103	91	/	88	83	68	102	90
- NCCN1C(=O)C(=O)c2ccccc21
    103	101	/	104	101	88	96	96
- COc1cccc(C2=NN3C(C2)c2cc(Br)cc(OC)c2OC32CCN(Cc3ccccc3)CC2)c1 (stereo not drawn)
    98	107	111	106	105	96	96	109
- C/C=C\c1cc(OC)c2c(c1)C(C)C(c1ccc(O)c(OC)c1)O2 (stereo not drawn)
    94	88	78	56	89	69	83	91
- CCOC(=O)c1cc2c(nc1OC)-c1cnn(-c3ccc(OC)cc3)c1CC2
    62	48	71	55	29	90	87	98
- COc1ccc(-c2nc(Br)cn3ccnc23)cc1
    106	98	102	101	107	67	90	80
- COc1ccc(Cn2cc3c(c2)-c2oncc2CC3)cc1
    -41*	49	41	58	21	35	/	70
- CC1=CC2ON(C(=O)c3ccccc3)C1C1C(O)c3ccccc3N3C(=O)CO[C@]213 (stereo partly drawn)
    98	87	100	97	94	96	109	88
- O=S(=O)(NCCNc1cc(-c2c(-c3cccc(O)c3)nc3sccn23)ccn1)c1ccc(F)cc1
    26	42	/	37	29	45	50	77
- CCCCCCCCCCCCCCCC[N+]1(CC)CCCC1
    -61*	-55*	-40*	-67*	-35*	-18*	-36*	-62*
- Nc1cccc(-n2c(COc3ccc(OC(F)(F)F)cc3)nc3ccccc32)c1
    104&104	109&93	87&87	95&82	106&84	87&68	99&116	104&86

Six of these compounds, set out differently:
Molecule	MDA-MB-435	RPMI-8226	SR	MOLT-4	K-562	MCF7	MDA-MB-468	MDA-MB-231
COc1cccc(C2=NN3C(C2)c2cc(Br)cc(OC)c2OC32CCN(Cc3ccccc3)CC2)c1 (stereo not drawn)	98	107	111	106	105	96	96	109
C/C=C\c1cc(OC)c2c(c1)C(C)C(c1ccc(O)c(OC)c1)O2 (stereo not drawn)	94	88	78	56	89	69	83	91
CCOC(=O)c1cc2c(nc1OC)-c1cnn(-c3ccc(OC)cc3)c1CC2	62	48	71	55	29	90	87	98
COc1ccc(-c2nc(Br)cn3ccnc23)cc1	106	98	102	101	107	67	90	80
COc1ccc(Cn2cc3c(c2)-c2oncc2CC3)cc1	-41*	49	41	58	21	35	/	70
CC1=CC2ON(C(=O)c3ccccc3)C1C1C(O)c3ccccc3N3C(=O)CO[C@]213 (stereo partly drawn)	98	87	100	97	94	96	109	88

Grouped by structure, the compounds so far with a CF3 group.
Order of values: MDA-MB-435	RPMI-8226	SR	MOLT-4	K-562	MCF7	MDA-MB-468	MDA-MB-231
- O=C(N/N=C/c1ccc(Cl)cc1)c1ccc(C(F)(F)F)nc1Nc1cccc(C(F)(F)F)c1
    35	3.6*	/	2.2*	1.8*	1.0*	17	16
- Nc1cccc(-n2c(COc3ccc(OC(F)(F)F)cc3)nc3ccccc32)c1
    104&104	109&93	87&87	95&82	106&84	87&68	99&116	104&86

(next part)
Order of values: MDA-MB-435	RPMI-8226	SR	MOLT-4	K-562	MCF7	MDA-MB-468	MDA-MB-231
- CCN1C(=O)N(CC)C2Nn3c(s/c(=C\c4cccc(F)c4)c3=O)=NC21 (stereo not drawn)
    5.5*	91	36	95	27	55	18	67
- BrC(Br)(Br)COCOCC(Br)(Br)Br
    98	101	105	105	95	100	75	99
- O=C(Nc1cccc([N+](=O)[O-])c1)c1ccc(Cl)c(Cl)c1
    92	79	81	86	80	49	64	81
- CN(C)C(=S)Nc1ccccc1
    103	97	75	82	92	106	104	104
- N#CC1=C(c2cccs2)Nc2c(c(-c3ccccc3)nn2-c2ccccc2)C12C(=O)Nc1ccc(Cl)cc12 (stereo not drawn)
    41	13	13	19	11	15	-22*	22
- CN(C)C(=S)SCCOc1cc(=O)oc2ccccc12
    100	96	74	89	84	91	54	96
- O=[N+]([O-])c1ccc(N/N=C(\C(=N/Nc2ccc([N+](=O)[O-])cc2[N+](=O)[O-])c2ccccc2)c2ccccc2)c([N+](=O)[O-])c1
    78	93	-1.7*	92	97	96	86	94
- Cc1c(C(N)=O)sc2c1c(=O)n(Cc1ccccc1)c1nnc(SCC(=O)Nc3ccc(Cl)cc3)n21
    41	/	/	/	/	32	40	-6.8*
- CCOP(=O)(OCC)C(Cc1ccc(OC)c(OC)c1)N=C(c1ccccc1)c1ccccc1 (stereo not drawn)
    102	90	90	101	98	95	94	86
- CCOc1ccccc1NC(=O)N/C(N)=N/c1nc2ccccc2s1
    -22*	0.2*	5.4*	7.5*	10	11	-11*	1.0*
- CCOC(=O)NC1c2ccccc2Oc2ccccc21
    101	107	/	119	103	91	123	99
- Clc1ccc([C@@H]2C[C@@H]3Cc4cc(Br)c5ccccc5c4N2O3)cc1
    112	107	85	92	90	90	124	97
- NCCCNCCNCCCN
    103	95	105	101	102	98	100	111
- COc1cc(-c2nc(SCCC(C)C)nc(N3CCN(C)CC3)c2C#N)cc(OC)c1OC
    60	54	56	38	45	63	91	75
- O=C(CCc1nnc(Cn2ccnc2)o1)c1nc2ccccc2[nH]1
    111	117	88	93	101	106	108	90
- COc1ccc2nc(C)c(C3=NNC(c4cc(OC)c(OC)c(OC)c4)C3)nc2c1 (stereo not drawn)
    112	85	/	84	69	105	79	93
- COc1cc(C[C@H]2OC(=O)C=C2c2ccc(O)cc2OC)ccc1O
    101	99	111	94	99	90	106	108
- COc1ccc(Cl)cc1Nc1nc(C(F)(F)F)ccc1C(=O)N/N=C/c1c(Cl)cccc1Cl
    63	40	22	14	34	185	/	46
- O=C(Cn1cc[n+](CC(=O)c2ccc(F)cc2F)c1)Nc1cccc2cccnc12
    103	95	105	107	98	90	101	96
- CCCCn1cnc2c(Sc3c([N+](=O)[O-])ncn3C)nc(N)nc21
    102	52	56	49	/	91	97	98
- COc1cc(N=C2C(=O)N(Cc3ccccc3)c3ccccc32)cc(OC)c1OC
    98	38	75	97	97	94	103	105
- NS(=O)(=O)c1ccc(Nc2nc(N/N=C/c3cn(-c4ccccc4)nc3-c3ccc(Cl)cc3)nc(Nc3ccccc3)n2)cc1
    72	62	33	11	58	34	80	92
- O=C1C=C(SCCO)C(=O)c2ccccc21
    -88*	13	-16*	2.4*	-38*	-55*	-43*	40
- COc1cccc(/C=N/NC(=O)c2ccncc2)c1
    98	105	/	111	100	96	118	110
- Cc1ccc2nc(-c3nc(-c4ccc(C(F)(F)F)cc4)n4ccccc34)[nH]c2c1
    88	67	83	62	119	42	77	88
- CCOC(=O)c1[nH]c(C)c(C(=O)O)c1C
    110	97	98	92	102	79	108	107
- C=C1SC(=Nc2c(C)cccc2Cl)N(C(=O)c2sc3ccccc3c2Cl)C12CCCCC2
    91	47	88	/	77	58	83	81
- C1CCC(CC2CCCCC2)CC1
    100	99	73	115	115	110	115	127
